# Compound activity (PubChem BioAssay)
# SSB-PriA inh = inhibitors of Klebsiella pneumoniae PriA binding to SSB C-terminal tail, primary screen, biochemical, AlphaScreen; PriA–SSB C-terminal tail interaction (Klebsiella pneumoniae); AlphaScreen SSBct-PriA binding, biotinylated peptide; inhibition, % at 33 µM; hit rate 0.6% among 430,000; in the data active = inhibition mostly above about 37%, no sharp cut-off; inactive = mostly below about 20%;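 also: plate controls were negative control peptide for no effect and reference peptide for full effect; strong numbers were not always called active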
# * hit, by the source's call; i = inactive; & = joins results of further samples. Some of the compounds tested; count on the stated rates, not on these rows.
no.	mol	SSB-PriA inh
1	O=C(c1cc2ccccn2c1)N1CCC(n2c(=O)[nH]c3ccccc3c2=O)CC1	22
2	Cc1nc(N(C)C)nc(C)c1NC(=O)CCc1ccccc1	-6
3	Cc1onc(-c2ccccc2Cl)c1C(=O)N1CCC(N2CCc3sccc3C2)CC1	-13
4	COc1ccc(C(N)=NOC(=O)C2CCCCC2)cc1	-56
5	Cc1cc2ncc3c(n2n1)CCN(S(=O)(=O)c1c(C)noc1C)C3	-7
6	O=C(NN=Cc1cccc(Oc2ccccc2)c1)c1cccc(O)c1	5
7	O=C(CNC(=O)c1ccccc1F)NN=Cc1ccco1	-8
8	O=C(Cc1ccccc1Cl)NCCCS(=O)(=O)N1CCN(c2ccccc2)CC1	-28&-7
9	Cc1ccc(N=C(N=C(N)N[N+](=O)[O-])Nc2ccc(C)cc2)cc1	-18
10	O=C(NCCCCN1CCOC(c2ccccc2)C1)C(=O)Nc1ccc(C(F)(F)F)cc1 (stereo unspecified)	3
11	CON=CNC(=O)C1=NOC(CNc2ncc(C(F)(F)F)cc2Cl)C1 (stereo unspecified)	-9
12	Cc1nc2c(ccc3nc(NC(=O)COc4ccc(Cl)cc4)sc32)s1	-22
13	O=C(CN1CCOCC1)NN=Cc1c(O)ccc2ccccc12	-4
14	Cc1ccccc1C(=O)NCCN1CCn2cc(OCc3ccc(F)cc3)c(=O)cc2C1=O	-16
15	CC1CCC(C(C)C)C(OP(=O)(OC2CC(C)CCC2C(C)C)C(O)C(C)C)C1 (stereo unspecified)	2
16	Cc1nnc(C2CCN(C(=O)C3c4ccccc4Oc4ccccc43)CC2)s1	-12
17	O=C(COc1ccc(C2=NN(C(=O)c3cccs3)C(c3ccco3)C2)cc1)N1CCCCC1 (stereo unspecified)	-8
18	CC(C)c1ccc(-n2nnc(C(=O)NCc3ccccc3)c2N)cc1	-2
19	O=C(Nc1ccc(S(=O)(=O)Nc2nccs2)cc1)c1cccc(Br)c1	5
20	C=CCNS(=O)(=O)c1ccc2nc(NC(C)=O)sc2c1	14
21	COc1ccc(Br)c(C(=O)NC2CCN(c3ccc(C(F)(F)F)cn3)C2)c1 (stereo unspecified)	-21
22	Cc1ccccc1OCC(=O)NCCCS(=O)(=O)N1CCc2ccccc2C1	-9
23	NC(=NOC(=O)Nc1ccccc1)c1ncc(C(F)(F)F)cc1Cl	-10
24	O=C(CN1C(=O)c2ccccc2C1=O)Nc1nc2c(s1)Cc1ccccc1-2	-3
25	O=C(CCS(=O)(=O)c1ccc(F)cc1)Nc1nnc(-c2cccnc2)o1	3

# A draw from above in order of length of the SMILES, low to high:
no.	mol	SSB-PriA inh
7	O=C(CNC(=O)c1ccccc1F)NN=Cc1ccco1	-8
13	O=C(CN1CCOCC1)NN=Cc1c(O)ccc2ccccc12	-4
5	Cc1cc2ncc3c(n2n1)CCN(S(=O)(=O)c1c(C)noc1C)C3	-7
9	Cc1ccc(N=C(N=C(N)N[N+](=O)[O-])Nc2ccc(C)cc2)cc1	-18

# Along the list, as entered above.
# SSB-PriA inh for entries 14–20: -16, 2, -12, -8, -2, 5, 14

# New compounds follow:
no.	mol	SSB-PriA inh
26	O=C(NCCc1ccoc1)C(=O)NC1CC1	-18
27	Cc1nc(SCc2ccccc2)[nH]c(=O)c1CC(=O)Nc1ccc(C(C)C)cc1	-10
28	CC[C@@H](C(=O)NC1CCN(CCOC)CC1)c1ccccc1	-12
29	O=C(NCC1(O)Cc2ccccc2C1)C(=O)Nc1ccc(OC(F)(F)F)cc1	-9
30	CC(C)CN(CC(C)C)S(=O)(=O)CCNC(=O)c1ccccc1	-5
31	COc1cccc(-c2c(C(=O)NN=Cc3ccoc3)nnn2-c2nonc2N)c1	-3
32	O=c1c2ccccc2c2ccccc2c(=O)n1-c1cc([N+](=O)[O-])ccc1F	-5
33	CCOC(=O)c1ccccc1NC(=O)CSc1ncc(-c2ccccc2)[nH]1	-12&21
34	CCCCCOc1ccc(C=c2sc3nc(=O)c(-c4ccccc4)nn3c2=O)cc1OC	6
35	COc1ccc(CCNC(=O)C2CCN(c3nnc(N4CCCCC4)c4ccccc34)CC2)cc1OC	2
36	O=C(Nc1nc(-c2ccccn2)cs1)c1ccc(Cl)c([N+](=O)[O-])c1	58
37	Cc1cc(NC(=O)C2CCCN(S(=O)(=O)c3ccc(Cl)cc3)C2)n(C(C)C)n1 (stereo unspecified)	-9
38	Cc1cc(S(=O)(=O)n2ccnc2C)ccc1F	8
39	Cc1ccc2nc(-c3ccccc3)cc(-c3nn4c(-c5ccccc5)nnc4s3)c2c1	-5
40	O=C(/C=C/c1ccccc1)N(CCN1CCOCC1)c1nc2ccc(F)cc2s1	-8
41	CCCCC(C)=NNC(=O)NC1CCCCC1	-8
42	O=C(c1ccc2ncsc2c1)N(Cc1cccs1)C1CCOCC1	-5
43	COC(=O)c1sc(-c2ccccc2)cc1NC(=O)C1CCCCC1	-19
44	CCNC(=S)N=C(N)Nc1nc(C)c2cc(C)ccc2n1	4
45	CNC(=O)c1c(NC(=O)c2ccc([N+](=O)[O-])s2)sc2c1CCCCC2	-3
46	CCOc1ccccc1C=Nn1c(C)nc2ccccc2c1=O	-2
47	CCOC(=O)C1CCN(C(=O)Cn2cnc(-c3ccc(C)cc3)cc2=O)CC1	-6
48	COCCn1c(=NC(=O)c2ccc3c(c2)CCCC3)sc2cc(S(C)(=O)=O)ccc21	-7
49	O=C(CCS(=O)(=O)c1ccccc1)Nc1nc2c(Br)cccc2s1	-8
50	Cc1cc(-c2ccncc2)nn1CCNC(=O)c1ccc(Br)o1	4
51	COC(=O)c1c(NC(=O)c2ccc3c(c2)CC(c2ccccc2)OC3=O)sc(C)c1C (stereo unspecified)	-25
52	O=C1NC(c2ccccc2)CO1 (stereo unspecified)	12
53	Cc1ccc(C=Nc2sc(C)c(C)c2C#N)s1	33
54	CCOc1ccc(-c2cc(=O)n(CC(=O)N3CCN(c4ccccc4OC)CC3)cn2)cc1	-19
55	Cc1nc(Cn2cnc3ccccc32)no1	-2
56	O=C(NCCN1CCN(c2ccc(F)cc2)CC1)C(=O)NCc1ccc(F)cc1	-16
57	CSc1ccccc1C(=O)Nc1nc(-c2ccccn2)cs1	106*
58	COc1ccc(CCC(=O)N2CCC[C@H](Oc3nccnc3OC)C2)cc1	-16
59	Cc1ccc2c(CC(=O)NCC(C)C)cc(=O)oc2c1	-2
60	O=C(/C=C/c1cccs1)Nc1onc2c1CCC2	2
61	COCCNC(=O)CC(=O)NN=Cc1cccc(C(=O)OC)c1	14
62	O=C(CSc1cccc2cccnc12)N/N=C/c1cccc2ccccc12	i
63	COc1cccc(C(=O)Nc2c3c(nn2C(C)(C)C)CS(=O)(=O)C3)c1OC	3
64	CCCCOc1ccc(C(=O)Nc2sc(C)c(C)c2C(=O)OCC)cc1	9
65	COc1c[nH]c(C(=O)Nc2ccc3c(c2)OCO3)cc1=O	-15
66	NS(=O)(=O)c1ccc(CCNC(=O)c2cn(CC(O)c3cccs3)nn2)cc1 (stereo unspecified)	-5
67	Cc1cc(C)n(-c2nc(-c3ccccc3)cc(=O)n2CC(=O)Nc2ccc3c(c2)OCCO3)n1	-4&-3
68	COc1ccc(NC(=O)Cn2nc3ccc(SCc4ccc(Cl)cc4)nn3c2=O)cc1Cl	-16
69	CCN(CC)CCNC(=O)C(=O)Nc1cccc(OC)c1	7
70	Nc1nnc(-c2ccncc2)o1	-7&25
71	CC(=O)Nc1ccc(S(=O)(=O)NCCn2ccnc2-c2ccccn2)c(C)c1	9
72	CC(C)(C)n1ncc2c(=O)n(NC(=O)CC3CCCCC3)cnc21	-5
73	O=C(O)c1cc(NS(=O)(=O)c2ccccc2C(F)(F)F)cc(C(=O)O)c1	-6
74	Cc1ccc(C=NNC(=O)Cn2cncn2)cc1	-3
75	O=S(=O)(CCCOc1ccc(F)cc1)NCCCc1ccccc1	112

# Continuation.
no.	mol	SSB-PriA inh
76	Cn1c(C(F)(F)F)nn(CCNC(=O)c2ccsc2)c1=O	-7
77	CCc1c(C)nc(SCC(=O)NC(C)C)[nH]c1=O	-4
78	Cc1nonc1N	-11
79	COCCN(Cc1ccsc1)S(=O)(=O)c1cnn(C)c1	-2
80	CC(C)(C)NC(=O)N1CCC(CNC(=O)CCc2ccc(C(F)(F)F)cc2)CC1	3
81	CC(NCC(O)Cn1cc(/C=N\O)c2ccccc21)C(=O)O (stereo unspecified)	4
82	CCOc1ccccc1NC(=O)CCCN1C(=O)/C(=C\c2ccco2)SC1=S	-7
83	Cc1ccccc1-n1ncc2c(N3CCCCCC3)ncnc21	6
84	O=C(Nc1ccc(-c2csc(Nc3cccnc3)n2)cc1)c1ccc2c(c1)OCO2	-13
85	CC(C)(C)C(=O)NC(=S)N1CCNC(=O)C1CC(=O)OC1CCCCC1 (stereo unspecified)	2
86	Cc1ccc(-c2cn3cccc(C)c3n2)cc1N	1
87	COc1ccc(C=NNC(=O)Cn2c(Cc3ccc(OC)c(OC)c3)nc3ccccc32)cc1OC	9
88	CCc1nnc(NC(=O)CSc2nnc3ccc(-c4cccc(OC)c4)nn23)s1	-6
89	O=C(Nc1nc2c(s1)CN(S(=O)(=O)c1cccnc1)CC2)c1cccs1	-9
90	Cc1ccc2nc(C)c(NC(=O)c3sc(-c4ccccc4)nc3C)c(=O)n2c1	-1
91	CNC(=O)[C@@H]1Cc2ccccc2N1C(=O)c1ccccc1Cl	-9
92	O=C(CSc1ccc(-c2ccc(-n3cccn3)cc2)nn1)NCc1ccco1	-2
93	CC1CC(C)CN(S(=O)(=O)c2ccc(C(=O)O)cc2)C1 (stereo unspecified)	-26
94	CCOc1ccc(-c2c(C(=O)NN=Cc3ccc(O)cc3)nnn2-c2nonc2N)cc1	-5
95	O=C(NCCn1ccc(-c2ccccn2)n1)C1COc2ccccc2O1 (stereo unspecified)	-4
96	Cc1[nH]c2ccccc2c1C(=O)C(=O)Nc1c(C(N)=O)oc2ccccc12	7
97	CCc1ccc(S(=O)(=O)Nc2ccc3c(c2)N(C(=O)c2cccs2)CC3)s1	3
98	O=C(Cc1cccs1)NCCn1nc(-c2ccco2)ccc1=O	2
99	O=C(NCCn1ncc2c(N3CCN(c4ncccn4)CC3)ncnc21)c1ccc2ccccc2c1	-6
100	CC(C)C(=O)NC(Nc1sc2c(c1C#N)CCCC2)C(Cl)(Cl)Cl (stereo unspecified)	7
101	Cc1cc(C)cc(NC(=S)C(=C([O-])c2ccc(Cl)cc2Cl)[n+]2ccccc2)c1	11
102	COc1c(C)cc(S(=O)(=O)Nc2ccc3c(c2)N(C(=O)c2cccs2)CC3)cc1C	-8
103	CCOC(=O)CCC(=O)N1CCc2ccccc21	-14
104	O=C1CCc2cc(NS(=O)(=O)C3CCCCC3)ccc2N1	-16
105	O=C(NCc1ccc(C(O)c2ccsc2)s1)NCc1cccc2ccccc12 (stereo unspecified)	7
106	Cc1csc(C(=O)N2CCN(C[C@H](O)c3ccco3)CC2)c1	-11
107	COc1ccc(CNC(=O)NCC2CCN(c3ccc(C)nn3)CC2)cc1OC	-3
108	Cc1cc(C)c(S(=O)(=O)NCCn2cncn2)c(C)c1	-26
109	CC(=O)Nc1ccc(C)cc1-c1nc2ccccc2[nH]c1=O	4
110	Cc1cc(C)c2c(n1)sc1c(Cl)ncnc12	-11
111	O=C(Cn1c(=O)n(Cc2ccccc2)c(=O)c2nccnc21)NCCC1=CCCCC1	-11
112	CN(C)C(C#N)c1ccc(Cl)cc1Cl (stereo unspecified)	37
113	CSc1ncccc1C(=O)NCc1ccnc(-c2ccco2)c1	-5
114	COc1ccc(OC)c(C=NOC(=O)Nc2ccc(Cl)cc2)c1	-14
115	CCOC(=O)c1oc2ccccc2c1NC(=O)c1ccc(Br)s1	-3
116	Cc1ccc(Cl)c2sc(N(C[C@H]3CCCO3)C(=O)C3CCCC3)nc12	-20
117	CCC(C)NC(=O)Cc1csc(Nc2ccccc2)n1 (stereo unspecified)	-6
118	COc1ccnc(Oc2ccccc2)c1C(=O)NC=NOCc1ccccc1F	-3
119	CCN(C1CCCCC1)S(=O)(=O)c1ccc(C(=O)Nc2cc(C)nn2C)cc1	-9&-8
120	CN(C)CCCN1C(=O)C(O)=C(C(=O)c2cc3ccccc3o2)C1c1cccnc1 (stereo unspecified)	1
121	Cc1c(CNC(=O)c2ncccn2)sc2nc(-c3ccc(F)cc3)cn12	-16
122	COc1ccc(Cl)cc1C(=O)NCCc1sc(-c2ccc(F)cc2)nc1C	-7
123	COc1cc(/C=N\NC(=O)CNS(=O)(=O)c2ccc(C)cc2)ccc1O	-1
124	Cc1ccc(N2CCN(S(=O)(=O)c3ccccc3)CC2)cc1Cl	-3
125	O=C(CC1CCCCN1S(=O)(=O)c1ccccc1)Nc1ccc(OC(F)(F)F)cc1 (stereo unspecified)	8
126	C(=Nc1c(-c2ccccc2)nc2n1CCS2)c1ccccc1	15

# Another view of some results above.
111	O=C(Cn1c(=O)n(Cc2ccccc2)c(=O)c2nccnc21)NCCC1=CCCCC1
  SSB-PriA inh: -11

102	COc1c(C)cc(S(=O)(=O)Nc2ccc3c(c2)N(C(=O)c2cccs2)CC3)cc1C
  SSB-PriA inh: -8

123	COc1cc(/C=N\NC(=O)CNS(=O)(=O)c2ccc(C)cc2)ccc1O
  SSB-PriA inh: -1

118	COc1ccnc(Oc2ccccc2)c1C(=O)NC=NOCc1ccccc1F
  SSB-PriA inh: -3

# Entries from the list above that contain a cyano group:
no.	mol	SSB-PriA inh
53	Cc1ccc(C=Nc2sc(C)c(C)c2C#N)s1	33
100	CC(C)C(=O)NC(Nc1sc2c(c1C#N)CCCC2)C(Cl)(Cl)Cl (stereo unspecified)	7
112	CN(C)C(C#N)c1ccc(Cl)cc1Cl (stereo unspecified)	37
